NPYLR7 ag – activates Aedes aegypti NPYLR7 receptor; activation, % at 10 µM; 0.15% of 270,000 active; HEK293T NPYLR7/Galpha15, GCaMP6s calcium fluorescence; in the data active = activation above about 40%;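 also: 0% = vehicle and 100% = reference agonist at the receptor; some compounds past the cut are filed as inactive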
mcGAS inh – mouse cGAS inhibition by luminescence; recombinant cGAS, Kinase-Glo ATP depletion luminescence; 0.15% of 160,000 active; inhibition, % at 12.5 µM;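 also: 0% = negative control wells and 100% = reference inhibitor with no enzyme activity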
hcGAS lum – blocks human cGAS activity; Q8N884; recombinant h-cGAS, ATP depletion, Kinase-Glo luminescence; inhibition, % at 12.5 µM; 0.081% of 290,000 active;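 also: 0% = vehicle reaction and 100% = reaction without DNA for no activity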
Target sequence (Q8N884 whole entry, looked up): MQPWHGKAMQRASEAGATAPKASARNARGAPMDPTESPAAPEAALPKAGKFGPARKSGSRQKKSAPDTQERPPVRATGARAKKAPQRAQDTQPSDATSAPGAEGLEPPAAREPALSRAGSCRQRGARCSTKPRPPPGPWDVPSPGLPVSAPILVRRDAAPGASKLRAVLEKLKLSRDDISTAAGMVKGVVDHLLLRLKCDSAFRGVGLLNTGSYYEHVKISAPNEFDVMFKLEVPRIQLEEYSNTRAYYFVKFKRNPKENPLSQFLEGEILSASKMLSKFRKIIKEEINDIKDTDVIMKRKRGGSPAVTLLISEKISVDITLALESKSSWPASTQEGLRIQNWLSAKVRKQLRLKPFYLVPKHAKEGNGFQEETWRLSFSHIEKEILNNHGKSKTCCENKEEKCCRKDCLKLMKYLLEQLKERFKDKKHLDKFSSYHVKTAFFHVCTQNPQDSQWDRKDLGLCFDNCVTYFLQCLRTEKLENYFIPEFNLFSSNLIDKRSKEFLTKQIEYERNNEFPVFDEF
* = called active by the depositor; & = joins results of further samples. Rule as the data show it, unless noted: active = inhibition above about 40%; inactive = the rest. Random draw from the library; overall some 0.29% were active at least once.

Sample of the layout (2 entries):
How did COCCCn1c(SCc2ccccc2CS(=O)(=O)c2ccccc2)nnc1-c1cc(-c2ccccc2)nc2ccccc12 do in these assays?
NPYLR7 ag: -1; mcGAS inh: -5; hcGAS lum: -2

What do the screens show for `COc1ccc(CNC(=O)C(C)n2cnc3ccc(Cl)cc3c2=O)cc1` (stereo unspecified)?
NPYLR7 ag: 2; hcGAS lum: -6

The whole of this part, previewed entries included:
How did COCCCn1c(SCc2ccccc2CS(=O)(=O)c2ccccc2)nnc1-c1cc(-c2ccccc2)nc2ccccc12 do in these assays?
NPYLR7 ag: -1; mcGAS inh: -5; hcGAS lum: -2

What do the screens show for `COc1ccc(CNC(=O)C(C)n2cnc3ccc(Cl)cc3c2=O)cc1` (stereo unspecified)?
NPYLR7 ag: 2; hcGAS lum: -6

Results for O=[N+]([O-])c1cccc(NP2(=O)C=C(c3ccccc3)OC(c3ccccc3)=C2)c1 ?
NPYLR7 ag: 2; mcGAS inh: -5; hcGAS lum: -2

What do the screens show for `C[C@H](C(=O)N[C@H](C)c1ccccc1)N1Cc2ccc(N3CCOCC3)nc2C1=O`?
NPYLR7 ag: 1; hcGAS lum: 7

How did O=C(NCC1(Cn2ccnc2)CC1)C1CCOC1 (stereo unspecified) do in these assays?
NPYLR7 ag: -18; mcGAS inh: -3; hcGAS lum: -1

How did Cc1ccc(S(=O)(=O)N2CCOC23CCN(C(=O)c2c(F)cccc2F)CC3)cc1 do in these assays?
NPYLR7 ag: 7; hcGAS lum: -6

Results for CCC(C)N(Cc1cccc(OS(=O)(=O)c2ccc(F)cc2)c1)C(=O)c1ccc(Br)cc1 (stereo unspecified) ?
NPYLR7 ag: -2; mcGAS inh: -4; hcGAS lum: -12

How did Cc1ccc2c(c1)C1(SC(C)(C)CN1C(=O)C1CC1)C(=O)N2Cc1ccc(F)cc1 (stereo unspecified) do in these assays?
NPYLR7 ag: -3; mcGAS inh: -6; hcGAS lum: -6

How did Cc1ccc(-c2csc3nc(CN(Cc4ccco4)CC(O)Cc4ccccc4)[nH]c(=O)c23)cc1C (stereo unspecified) do in these assays?
NPYLR7 ag: -7; mcGAS inh: -4; hcGAS lum: -4

Results for NS(=O)(=O)c1cnc(NCc2ccc(Cl)s2)s1 ?
NPYLR7 ag: 6; mcGAS inh: -13; hcGAS lum: -6

How did COc1ccc2[nH]c3c(c2c1)CCN(C(=O)C=C(C)C)C3c1ccc(OCc2ccccc2)cc1 (stereo unspecified) do in these assays?
NPYLR7 ag: 5; mcGAS inh: -5; hcGAS lum: 0

What do the screens show for `CCc1ccccc1NC(=O)N(Cc1ccc(OS(=O)(=O)c2cccc(C(F)(F)F)c2)cc1)Cc1ccco1`?
NPYLR7 ag: 11; mcGAS inh: -4; hcGAS lum: -2

What do the screens show for `Nc1ncc(C(=O)Nc2cnc3n2CCCC3)c(-c2ccccc2)n1`?
NPYLR7 ag: 10; mcGAS inh: -15; hcGAS lum: 0

How did C=CCN(CC=C)c1cc(Oc2cccc(F)c2)ncn1 do in these assays?
NPYLR7 ag: -2; mcGAS inh: -2; hcGAS lum: -8

What do the screens show for `Cc1ccc(S(=O)(=O)N2CCN(c3ccc(-n4cccn4)nn3)CC2)cc1C`?
NPYLR7 ag: -5; mcGAS inh: -9; hcGAS lum: -9

How did CC(c1nc2ccccc2c(=O)n1-c1ccc(Cl)cc1)N(Cc1ccco1)C(=O)Nc1ccc(Br)cc1 (stereo unspecified) do in these assays?
mcGAS inh: -1; hcGAS lum: -3

Results for COCC(=O)Nc1nnc(SCC(=O)c2ccc(OCc3ccccc3)cc2)s1 ?
NPYLR7 ag: 18; mcGAS inh: -3; hcGAS lum: -2

How did O=C(NCc1c(F)cccc1Cl)c1ccc(-c2ccc3c(c2)OCO3)s1 do in these assays?
NPYLR7 ag: 33; mcGAS inh: -8; hcGAS lum: -6

How did CC(=O)Oc1ccccc1Cn1cc(C(=O)NCc2ccc3c(c2)OCO3)sc1=O do in these assays?
NPYLR7 ag: 8; hcGAS lum: -7

What do the screens show for `N#Cc1c(-c2ccccc2)c2c(N)[nH]nc2[nH]c1=O`?
NPYLR7 ag: 0; hcGAS lum: 4

What do the screens show for `COc1ccc(C2(C(=O)NCc3nnc4n3CCC4)CCCC2)cc1`?
NPYLR7 ag: -1; hcGAS lum: 0

Results for Cc1noc(C)c1S(=O)(=O)N1CCCC1c1nc2ccccc2s1 (stereo unspecified) ?
NPYLR7 ag: -1; mcGAS inh: -6; hcGAS lum: -5

How did Clc1ccc(-c2nnc(CSc3nnc(-c4ccc5c(c4)OCO5)o3)o2)cc1 do in these assays?
NPYLR7 ag: 0; hcGAS lum: -5

How did COc1ccc2nnc(-c3ccc(Br)cc3)n2n1 do in these assays?
NPYLR7 ag: 5; hcGAS lum: -2

Results for COCCN(Cc1ccc(OC)cc1)c1c(C)nc2ccc(C(=O)NCC3CCCCC3)cn12 ?
NPYLR7 ag: -10; mcGAS inh: -2; hcGAS lum: -6

What do the screens show for `N#Cc1ccccc1C(=O)N1CCN(Cc2ccc(-c3noc(-c4cccnc4)n3)cc2)CC1`?
mcGAS inh: -7; hcGAS lum: -11

Results for CCOc1ncccc1Cn1cnc(-c2ccccc2)c1C1CCOC1 (stereo unspecified) ?
mcGAS inh: -7; hcGAS lum: -5

Results for Cc1oc(NC(=O)COC(=O)c2ccc(C)n2C)c(C#N)c1C ?
NPYLR7 ag: 1; hcGAS lum: -1

What do the screens show for `CCOc1ccc(-n2c(CNC(=O)COc3ccccc3)nnc2SCC(=O)Nc2nccs2)cc1`?
NPYLR7 ag: 10; mcGAS inh: -5; hcGAS lum: -5

Results for C=CCNCC(=O)N(Cc1ccc2c(c1)OCO2)Cc1cccs1 ?
NPYLR7 ag: 13; hcGAS lum: -8

Results for CC(C)(C)c1ccc(OC(=O)c2cnsn2)cc1 ?
NPYLR7 ag: 4; mcGAS inh: -7; hcGAS lum: -9

Results for CC(C)C(C#N)NC(=O)CC(C)C(C)(C)C (stereo unspecified) ?
NPYLR7 ag: 4; mcGAS inh: -17; hcGAS lum: -17

What do the screens show for `COc1cc(C2c3cccn3CCCN2Cc2ccc([N+](=O)[O-])cc2)cc(OC)c1OC` (stereo unspecified)?
NPYLR7 ag: 29; mcGAS inh: -3; hcGAS lum: -4

Results for CCN(CC)S(=O)(=O)c1cc(C(=O)Nc2ccc(F)cc2)ccc1C ?
NPYLR7 ag: -6; mcGAS inh: -7; hcGAS lum: 0

Results for Cc1sc(C(=O)O)cc1S(=O)(=O)Nc1cc(F)cc(N2CCCC2)c1 ?
NPYLR7 ag: 7; hcGAS lum: -7

Results for Cc1nc(-c2ccc(-n3ccnc3-c3cc(CC(C)C)[nH]n3)cc2)n[nH]1 ?
NPYLR7 ag: 6; mcGAS inh: -12; hcGAS lum: -4

How did COc1ccc(CN(C)c2cncc(Cl)n2)c(OC)c1 do in these assays?
NPYLR7 ag: -5; hcGAS lum: 5

How did O=C(Cn1nc(-c2ccco2)c2sc(N3CCOCC3)nc2c1=O)NCc1ccc(F)cc1 do in these assays?
NPYLR7 ag: -3; mcGAS inh: -8; hcGAS lum: -3

Results for CC(CCc1ccccc1)NC(=O)c1cncn1-c1cccc(-c2ccc(Oc3ccccc3)cc2)c1 (stereo unspecified) ?
NPYLR7 ag: 2; mcGAS inh: -7; hcGAS lum: -7

What do the screens show for `CCOc1ccccc1C(=O)Nc1cc(-c2ccc(C)cc2)nn1-c1ccccc1`?
NPYLR7 ag: 3; mcGAS inh: -8; hcGAS lum: -8

3 entries drawn at random from the list so far:
Results for CC(CCc1ccccc1)NC(=O)c1cncn1-c1cccc(-c2ccc(Oc3ccccc3)cc2)c1 (stereo unspecified) ?
NPYLR7 ag: 2; mcGAS inh: -7; hcGAS lum: -7

How did O=C(Cn1nc(-c2ccco2)c2sc(N3CCOCC3)nc2c1=O)NCc1ccc(F)cc1 do in these assays?
NPYLR7 ag: -3; mcGAS inh: -8; hcGAS lum: -3

Results for CCN(CC)S(=O)(=O)c1cc(C(=O)Nc2ccc(F)cc2)ccc1C ?
NPYLR7 ag: -6; mcGAS inh: -7; hcGAS lum: 0

Going on with the list.
What do the screens show for `NC(=O)C1CCN([C@H]2[C@@H]3OC[C@@H](O3)[C@@H](NCc3ccc4c(c3)OCO4)[C@@H]2O)CC1`?
NPYLR7 ag: -8; mcGAS inh: -8; hcGAS lum: -7

Results for O=[N+]([O-])c1cc(NS(=O)(=O)c2ccc(Br)cc2Cl)ccc1Cl ?
NPYLR7 ag: 1; hcGAS lum: -6

Results for CCOc1ccc(-c2cc3c(=O)n(Cc4nc(-c5cc(OC)cc(OC)c5)no4)ccn3n2)cc1 ?
NPYLR7 ag: -3; mcGAS inh: -10; hcGAS lum: -7

Results for CCn1c(C(C)NC)nc2ccccc2c1=O (stereo unspecified) ?
NPYLR7 ag: 1; hcGAS lum: -8

How did CCNC(=O)c1c(C(F)(F)F)nn(C2CCCN(C)C2)c1C (stereo unspecified) do in these assays?
NPYLR7 ag: 11; hcGAS lum: -5

How did Cc1ccc(S(=O)(=O)N2CCCC2)cc1C(=O)NC(CC(C)C)C(=O)O (stereo unspecified) do in these assays?
NPYLR7 ag: -5; mcGAS inh: -1; hcGAS lum: 0

What do the screens show for `CCN(C(=O)c1ccc(NC(=O)CCC(=O)O)cc1)c1cccc2ccccc12`?
NPYLR7 ag: 8; hcGAS lum: -5

How did Fc1ccc(F)c(NC2=NCCCCC2)c1 do in these assays?
NPYLR7 ag: 11; hcGAS lum: -4

How did CCc1cc2c(cc3c(=O)n(CCCC(=O)O)ncn32)s1 do in these assays?
NPYLR7 ag: 2; mcGAS inh: 0; hcGAS lum: -5

How did O=C(Nc1ccccc1Oc1cccnc1)C1CCCN(Cc2ccc(Cl)s2)C1 (stereo unspecified) do in these assays?
NPYLR7 ag: -6; mcGAS inh: -1; hcGAS lum: 2&4

5 successive entries out of the list so far:
How did Cc1ccc(S(=O)(=O)N2CCCC2)cc1C(=O)NC(CC(C)C)C(=O)O (stereo unspecified) do in these assays?
NPYLR7 ag: -5; mcGAS inh: -1; hcGAS lum: 0

What do the screens show for `CCN(C(=O)c1ccc(NC(=O)CCC(=O)O)cc1)c1cccc2ccccc12`?
NPYLR7 ag: 8; hcGAS lum: -5

How did Fc1ccc(F)c(NC2=NCCCCC2)c1 do in these assays?
NPYLR7 ag: 11; hcGAS lum: -4

How did CCc1cc2c(cc3c(=O)n(CCCC(=O)O)ncn32)s1 do in these assays?
NPYLR7 ag: 2; mcGAS inh: 0; hcGAS lum: -5

How did O=C(Nc1ccccc1Oc1cccnc1)C1CCCN(Cc2ccc(Cl)s2)C1 (stereo unspecified) do in these assays?
NPYLR7 ag: -6; mcGAS inh: -1; hcGAS lum: 2&4

Next results follow.
How did O=C(Cc1cccs1)N1CCN(S(=O)(=O)c2ccccc2)CC1 do in these assays?
NPYLR7 ag: -5; hcGAS lum: 0

Results for CC1CCN(C(=O)CNc2ccc(C(F)(F)F)cc2)CC1 ?
NPYLR7 ag: -2; hcGAS lum: -2

How did COc1cccc(C(=O)Oc2ccc(-c3nc4ccc(Br)cn4c3NC3CCCCC3)cc2OC)c1 do in these assays?
NPYLR7 ag: 4; mcGAS inh: -6; hcGAS lum: -11

How did O=c1c2cc([N+](=O)[O-])ccc2nc2n1CCC2=Cc1ccc2c(c1)OCCO2 do in these assays?
NPYLR7 ag: -8; hcGAS lum: -6

Results for CNC(=O)CN1C(=O)CN(C(=O)c2cccc(C#N)c2)CCC(OC)c2ccccc21 (stereo unspecified) ?
NPYLR7 ag: 7; mcGAS inh: -5; hcGAS lum: -5

How did O=S(=O)(Nc1cccnc1)c1cccc2cccnc12 do in these assays?
NPYLR7 ag: -1; hcGAS lum: -1

Results for COCCOCC(=O)N1CCN(CC(OCc2ccc(C(F)(F)F)cc2)c2ccc(Cl)cc2)CC1 (stereo unspecified) ?
mcGAS inh: -5; hcGAS lum: 1

How did O=C(Nn1cnc2c(cnn2-c2ccccc2)c1=O)c1cc(Cl)ccc1[N+](=O)[O-] do in these assays?
NPYLR7 ag: 0; hcGAS lum: -10

What do the screens show for `CCN(CC)S(=O)(=O)c1ccc(S(=O)(=O)Nc2ccc(S(C)(=O)=O)cc2)cc1`?
NPYLR7 ag: -1; hcGAS lum: -2

Results for O=c1c2cc3c(cc2nc2sc(Nc4ccc(F)c(Cl)c4)nn12)OCO3 ?
NPYLR7 ag: 0; hcGAS lum: 5

What do the screens show for `COc1cccc(-c2cccc3c2NC(=O)C3(C)Cc2cccc(C(N)=O)c2)c1` (stereo unspecified)?
NPYLR7 ag: 4; mcGAS inh: -3; hcGAS lum: -4

How did COc1ccc(C(=O)CN(C(=O)N2CCN(C)CC2)S(=O)(=O)c2ccc(C)cc2)cc1 do in these assays?
NPYLR7 ag: 7; mcGAS inh: -10; hcGAS lum: -6

How did Cc1cc(C(C)(C)C)ccc1OCC(=O)N=Nc1c(O)n(C)c2ccc([N+](=O)[O-])cc12 do in these assays?
NPYLR7 ag: -4; mcGAS inh: -7; hcGAS lum: -6

What do the screens show for `CC(C1CC1)N(Cc1ccccc1)S(=O)(=O)c1ccccc1Cl` (stereo unspecified)?
NPYLR7 ag: 9; hcGAS lum: -9

How did Cc1ccc(C(=O)[C@@H]2C(C#N)(C#N)C23CCC2(CC3)OCCO2)cc1 (stereo partly specified) do in these assays?
NPYLR7 ag: 1; hcGAS lum: -4

What do the screens show for `Cc1cnc(Nc2ccc(N3CCN(C)CC3)cc2)nc1Nc1cccc(S(=O)(=O)NC(C)(C)C)c1`?
NPYLR7 ag: -1; mcGAS inh: -11; hcGAS lum: -10
